Luc counter: Counterscreen for Luciferase (Kinase-Glo TM) Inhibition; Potency, µM (doses to about 38.3 µM), for inactives: at the top dose activity change, negative = inhibition, actives largely listed as inhibitors; Luciferin 4-monooxygenase (Photuris pensylvanica), Q27757; AID 1379, 2008; Kinase-Glo luciferase, ATP luminescence, 8 min; actives 0.28% (n = 200,000); note: potency is the fitted concentration of half-maximal effect; % is set by controls: 0 for no effect and ±100 for the full control effect; nearly all actives have a fitted effect of over 60% in size
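Inhibition of Kinase-Glo luciferase light generation was assessed at 10 uM ATP in pH 7.2 imidazole buffer, with luminescence measured after eight minutes at ambient temperature.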
CBFb-RUNX1 inh: qHTS Assay for Compounds Blocking the Interaction Between CBF-beta and RUNX1 for the Treatment of Acute Myeloid Leukemia; Runt-related transcription factor 1 (Homo sapiens) + Core-binding factor subunit beta …; Potency, µM (highest dose often 59.8 µM), for inactives: at the top dose activity, negative = inhibition, most hits filed as inhibitors; 230,000 tested, under 10 active; AlphaScreen CBFb-His/RUNX1-biotin binding, biochemical; note: % of control where 0% means no effect
Target sequence (Q01196 whole entry, looked up): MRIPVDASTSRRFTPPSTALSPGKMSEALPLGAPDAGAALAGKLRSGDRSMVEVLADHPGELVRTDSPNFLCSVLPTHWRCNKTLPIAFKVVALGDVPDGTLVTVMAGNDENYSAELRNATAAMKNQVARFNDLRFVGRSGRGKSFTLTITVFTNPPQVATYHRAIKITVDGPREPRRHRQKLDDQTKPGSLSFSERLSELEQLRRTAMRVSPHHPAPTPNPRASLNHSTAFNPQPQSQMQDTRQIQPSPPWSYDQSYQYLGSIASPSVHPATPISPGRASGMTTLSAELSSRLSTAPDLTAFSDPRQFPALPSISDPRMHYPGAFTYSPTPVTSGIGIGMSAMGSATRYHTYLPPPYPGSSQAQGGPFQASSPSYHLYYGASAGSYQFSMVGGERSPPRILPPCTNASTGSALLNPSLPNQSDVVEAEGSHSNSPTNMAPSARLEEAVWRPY
Target sequence (Q13951 whole entry, looked up): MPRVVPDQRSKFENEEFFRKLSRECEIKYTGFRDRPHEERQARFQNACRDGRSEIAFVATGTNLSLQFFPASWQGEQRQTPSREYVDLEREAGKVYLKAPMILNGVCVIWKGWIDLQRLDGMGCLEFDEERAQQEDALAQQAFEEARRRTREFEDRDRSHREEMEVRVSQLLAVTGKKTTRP
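AlphaScreen binding: CBFb-His and RUNX1-biotin (30 nM each) preincubated 20 min, compound added for 15 min, then nickel and streptavidin beads for 90 min, all at room temperature. Disruption of the interaction by any mechanism counts as activity.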
NPSR antagonist: qHTS Assay for Antagonists of the Neuropeptide S Receptor: cAMP Signal Transduction. Q6W5P4. CHO-NPSR cells, cAMP TR-FRET, antagonist mode. Potency, µM (highest dose often 38.3 µM), without a hit: top-dose activity change, negative = inhibition, actives largely listed as inhibitors. actives 1% (n = 220,000). AID 1461, 2008; note: potency is the fitted concentration of half-maximal effect; % is set by controls: 0 for no effect and ±100 for the full control effect; nearly all actives have a fitted effect of over 50% in size; many of its hits are not listed in these tables
Target sequence (Q6W5P4 whole entry, looked up): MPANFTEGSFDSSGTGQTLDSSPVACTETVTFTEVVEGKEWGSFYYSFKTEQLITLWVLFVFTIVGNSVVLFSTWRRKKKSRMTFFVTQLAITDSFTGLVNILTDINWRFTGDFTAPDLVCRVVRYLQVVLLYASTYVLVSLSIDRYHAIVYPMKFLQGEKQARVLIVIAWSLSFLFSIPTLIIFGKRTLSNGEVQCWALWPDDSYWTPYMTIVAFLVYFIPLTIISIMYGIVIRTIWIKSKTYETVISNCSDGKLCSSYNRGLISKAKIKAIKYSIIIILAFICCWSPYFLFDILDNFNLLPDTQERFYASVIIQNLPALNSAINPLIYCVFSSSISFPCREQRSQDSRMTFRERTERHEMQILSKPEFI
L3MBTL1 block: qHTS Assay for the Inhibitors of L3MBTL1; Lethal(3)malignant brain tumor-like protein 1 (Homo sapiens), Q9Y468; AlphaScreen L3MBTL1–H3K9me1 peptide binding; Potency, µM (doses to about 57.1 µM), inactives show at the top dose activity, negative = inhibition, hits mostly inhibitors; actives 0.66% (n = 230,000); AID 485360, 2010; note: potency is the fitted concentration of half-maximal effect; % is set by controls: 0 for no effect and ±100 for the full control effect; nearly all actives have a fitted effect of over 60% in size
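L3MBTL1 (50 nM) pre-complexed 30 min with biotinylated H3(1-15)K9me1 peptide (75 nM), then compounds added for 30 min at room temperature; AlphaScreen streptavidin donor/nickel chelate acceptor beads (10 ug/mL final) read after 30 min dark incubation.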
IMPase Li cell: qHTS Assay for Identifying the Cell-Membrane Permeable IMPase Inhibitors: Potentiation with Lithium; CHO-M1 cells, IP1 TR-FRET (IP-One), carbachol + lithium; Potency, µM (series often up to 59.4 µM), without a hit: at the highest dose activity, negative = IMPase inhibition, usual class: inhibitors; actives 0.35% (n = 210,000); AID 1457, 2008;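 note: IP1 builds up when IMPase is blocked and the TR-FRET signal falls; potency is the fitted concentration of half-maximal effect; plate controls were basal vehicle for no effect and high inhibitor control for full effect; nearly all actives have a fitted effect of over 50% in size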
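Concentration–response in CHO-M1 cells, lithium-potentiated; 30 min at 37C. IP1 detected by competitive TR-FRET after 10 min lysis at RT. Hill-fitted AC50.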
Epigenetic reg: Quantitative High-Throughput Screen for Regulators of Epigenetic Control; murine LDR cells, GFP reporter derepression, 30 h; Potency, µM (titrated, usually from 53.9 µM), inactives show at the top dose GFP activation, most hits filed as activators; actives 0.2% (n = 280,000); note: potency is the fitted concentration of half-maximal effect; % of control where 0% means no effect; nearly all actives have a fitted effect of over 60% in size
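Murine LDR cells bearing a silenced CMV-driven GFP reporter were exposed to compound for 30 h at 37 C. After PBS washes, GFP-positive cells (20-120 um objects) counted by laser-scanning microplate cytometry.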
HttQ103 aggreg: qHTS Multiplex Assay to Identify Dual Action Probes in a Cell Model of Huntington: Aggregate Formation (GFP); PC12 HttQ103-GFP aggregates, Acumen cytometry, 40 h; Potency, µM (doses to about 46.1 µM), for the others: at the highest dose activity change, negative = inhibition, actives largely listed as inhibitors; actives 1.1% (n = 220,000); AID 1688, 2009; note: potency is the fitted concentration of half-maximal effect; % is set by controls: 0 for no effect and ±100 for the full control effect; nearly all actives have a fitted effect of over 60% in size
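Compounds (qHTS titration) were added to PC12 cells expressing an ecdysone-driven HTT exon 1 Q103–GFP fusion after induction with 100 nM tebufenozide. Aggregate formation was measured as GFP objects in cell lysates.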
* = called active by the depositor; ? = inconclusive; · = not tested or not shown; [ ] = another dose, or the depositor's remark. Calls come from the whole dose curve; as a rule, active = well fitted curve in the direction sought with a large enough effect; inconclusive = small, poorly fitted or top-dose-only effect, or another doubt; inactive = no such curve, though single readings can be large; an effect the other way counts as inactive or inconclusive.

Value order: HttQ103 aggreg	Epigenetic reg	L3MBTL1 block	CBFb-RUNX1 inh	NPSR antagonist	IMPase Li cell	Luc counter
1. C/C(=N/NC(=O)c1sc(NS(=O)(=O)c2ccc(C)cc2)nc1C)c1sc(N)nc1C
 : 24%	0.3%	-15%	-1%	14%	-10%	3%
2. CC12CCC(C(=O)NCCCN3CCOCC3)(OC1=O)C2(C)C (configuration not stated)
 : -3%	-0.8%	5%	0%	-2%[46.1 µM]	-19%[38.3 µM]	-1%
3. CCOc1ccccc1-c1nc(-c2cc3ccc(C)cc3[nH]c2=O)no1
 : -8%	0.6%	-19%	7%	?	10%	0%
4. CC(=O)N1CCN2C(=O)C1CCCC(=O)c1cc(C)ccc12 (configuration not stated)
 : -26%	0.8%	-20%	?	-2%[46.1 µM]	-2%	0%
5. O=C(/C=C/Nc1cccc(C(F)(F)F)c1)c1ccco1
 : 9%[9.22 µM]	0.2%	-4%	0%	-32%	1%	-7%
6. O=C(O)CSCC(=O)Nc1ccccn1
 : -6%[9.22 µM]	0.0%	·	-2%	28%	·	·
7. CCCCCCCCC(=O)N/N=C(\C)c1ccco1
 : -19%	-1.0%	-7%	-5%	-8%	7%	-3%
8. O=C(c1c(F)cccc1F)N(Cc1ccccn1)C1CCCC1
 : -9%	0.9%	-7%	5%	-2%[46.1 µM]	20%[38.3 µM]	0%
9. COC(=O)C1CCN(C(=O)/C=C/c2ccccc2)CC1
 : -5%	4.8%	3%	6%	8%	0%	-1%
10. Cn1c(=NC(=O)c2cccc([N+](=O)[O-])c2)sc2ccccc21
 : 3%	0.0%	-1%	7%	-7%	2%	-4%
11. COc1ccc(CSc2nnnn2Cc2ccccc2)cc1OC
 : -1%	0.0%	·	2%	-19%[46.1 µM]	36%[activator][38.3 µM]	0%
12. O=C(NCCCn1ccnc1)c1sc2cccc(F)c2c1Cl
 : -16%	-2.1%	·	0%	-1%[46.1 µM]	30%[38.3 µM]	16%
13. C#CCOCCOCCOCCNc1nc(N2CCN(C(=O)[C@H](Cc3cc4ccccc4[nH]3)n3cc([C@@H](N)Cc4ccc(O)cc4)nn3)CC2)nc(N2CCN(C(=O)[C@H](Cc3cc4ccccc4[nH]3)n3cc([C@@H](N)CC(C)C)nn3)CC2)n1
 : -24%[9.22 µM]	-0.8%	·	?	-13%	·	·
14. CC(O)c1nc2ccccc2n1C/C=C/c1ccccc1 (configuration not stated)
 : 6%	0.0%	9%[11.4 µM]	5%	-5%[46.1 µM]	22%[38.3 µM]	1%
15. CC(C)Oc1ccc(S(=O)(=O)N(C(C)C)C(C)C)cn1
 : -6%	0.0%	11%	6%	-13%[46.1 µM]	11%	-3%
16. COc1ccc2[nH]c3c(N4CC(C)OC(C)C4)ncnc3c2c1 (configuration not stated)
 : 1%	-4.2%	·	0%	-12%[46.1 µM]	-7%[38.3 µM]	3%
17. Cc1ccc2ncnc(Nc3ccc(C)c(C)c3)c2c1
 : ?	-2.8%	·	7%	-9%[46.1 µM]	-6%[38.3 µM]	15%
18. COc1cc2c(cc1OC)CN(C(=O)c1sccc1C)CC2
 : -19%[9.22 µM]	3.0%	2%	2%	13%	·	·
19. COC(=O)c1[nH]c2c(c1C)C(=O)CC(c1cc(OC)ccc1OC)C2 (configuration not stated)
 : -22%	1.5%	2%	1%	8%[46.1 µM]	38%[38.3 µM]	-2%
20. Cc1ccc(-c2nc(N)n(C(=O)c3ccco3)n2)cc1
 : -14%	-0.1%	·	0%	10%	-4%	-3%
21. O=C(NN=C1CCCC1)C1COc2ccccc2O1 (configuration not stated)
 : 12%	7.1%	-1%	-1%	10%	4%	1%
22. CCCCCCCNC(=O)COc1ccc2c(c1)C(=O)CC(C)(C)O2
 : -15%	-1.0%	·	3%	?	23%[38.3 µM]	13%
23. COc1ccc(N(C(=O)c2cccnc2)S(=O)(=O)c2ccc3c4c(cccc24)C(=O)N3C)cc1
 : -19%	-3.0%	7%	-8%	6%	10%	-2%
24. Cc1cc(N2C(=O)CC(N3CCN(c4ccc(C(=O)c5cccs5)cc4)CC3)C2=O)no1 (configuration not stated)
 : 23%	4.5%	?	10%	-12%[46.1 µM]	28%[38.3 µM]	2%
25. CCOC(=O)c1noc(C)c1C(=O)Nc1cccc(F)c1
 : ·	1.4%	-7%	15%	-2%[46.1 µM]	22%[38.3 µM]	2%
26. CC(=O)NNc1nc2ccccc2s1
 : 15%	-1.3%	8%	-2%	-6%[46.1 µM]	8%[38.3 µM]	-2%
27. COc1ccc(Cl)cc1NC(=O)CNc1ccc(F)cc1C
 : -5%	-0.9%	-6%	-2%	-21%[46.1 µM]	·	·
28. CCN1CCN(CCCNC(=O)Cn2cc3c(n2)CCCC3)CC1
 : -9%	-0.5%	·	3%	5%[46.1 µM]	-5%[38.3 µM]	7%
29. N/C(=N\OC(=O)c1cc(-c2ccccc2)nc2ccccc12)c1ccc(Cl)cc1
 : ?	-0.3%	1%	-1%	-8%[46.1 µM]	-8%[38.3 µM]	-4%
30. Nc1nc(-c2cccs2)c(NC(=O)c2ccccc2)s1
 : ?	7.6%	-8%	-14%	-2%[7.67 µM]	11%[38.3 µM]	-6%

Continued (3 carried over from the part before).
Value order: HttQ103 aggreg	Epigenetic reg	L3MBTL1 block	CBFb-RUNX1 inh	NPSR antagonist	IMPase Li cell	Luc counter
28. CCN1CCN(CCCNC(=O)Cn2cc3c(n2)CCCC3)CC1
 : -9%	-0.5%	·	3%	5%[46.1 µM]	-5%[38.3 µM]	7%
29. N/C(=N\OC(=O)c1cc(-c2ccccc2)nc2ccccc12)c1ccc(Cl)cc1
 : ?	-0.3%	1%	-1%	-8%[46.1 µM]	-8%[38.3 µM]	-4%
30. Nc1nc(-c2cccs2)c(NC(=O)c2ccccc2)s1
 : ?	7.6%	-8%	-14%	-2%[7.67 µM]	11%[38.3 µM]	-6%
31. CN(C)Cc1c(-c2ccc(Cl)cc2)nc2ccccn12
 : 0.032µM*	1.1%	4%	-6%	18%	3%	-4%
32. Cn1c(=NC(=O)C2=NNC(=O)CC2)sc2ccccc21
 : 14%	-0.5%	-1%	7%	17%	12%	1%
33. CC1CN(C)C(c2ccccc2)C(C)C12NC(=O)NC2=O (configuration not stated)
 : 4%	-0.8%	-1%	8%	-5%[46.1 µM]	-15%[38.3 µM]	3%
34. CCOC(=O)C1(Cc2ccc(OC)cc2)CCN(C(=O)CN2CCCCC2=O)CC1
 : -13%[9.22 µM]	0.3%	5%	-5%	-10%	5%	-5%
35. N/C(Cc1ccc(Cl)cc1Cl)=N\OC(=O)Cc1ccc(Cl)cc1
 : 7%	3.8%	78%[activator]	-6%	6%	5%	-3%
36. Cc1cc(N2CCN(S(=O)(=O)c3ccc(Cl)cc3)CC2)c2ccccc2n1
 : ?	-0.8%	·	-10%	?	54%[activator][38.3 µM]	-1%
37. Cc1cc(C)n(-c2ccc(C(=O)Nc3ccc(S(=O)(=O)NCc4ccco4)cc3)cc2)n1
 : ?	-1.0%	-8%	-9%	?	12%[38.3 µM]	-2%
38. C=C1N(C)c2cc([N+](=O)[O-])c(N)cc2C1(C)C
 : 4%	-2.7%	·	?	-42%	46%[activator]	-7%
39. CC(=O)c1cccc(NC(=S)NC(=O)c2ccc(Cl)cc2)c1
 : -12%	1.0%	-3%	-1%	0%	3%	1%
40. CCCc1cc2c(=O)c(-c3ccccn3)coc2cc1OC
 : -5%	0.0%	9%	16%	-6%[46.1 µM]	-6%[38.3 µM]	0%
41. COc1ccccc1-n1c(=O)[nH]c2c(C(N)=O)nc(C3CCCCC3)nc21
 : 14%	-0.2%	·	0%	-20%[46.1 µM]	-6%[38.3 µM]	-2%
42. O=C(CN1CCN(C/C=C/c2ccccc2)CC1)Nc1ccc(F)cc1F
 : -5%	1.1%	13%	-7%	-3%	-1%	0%
43. C#CCOCCOCCOCCNc1nc(N2CCN(C(=O)Cn3cc(CCCCN)nn3)CC2)nc(N2CCN(C(=O)[C@H](C(C)C)n3cc(CCO)nn3)CC2)n1
 : -22%	-3.1%	3%	6%[2.36 µM]	19%	3%	1%
44. CCCOc1ccc(-c2nc(-c3ccc(N)cc3)cs2)cc1
 : -25%[9.22 µM]	-0.2%	·	-10%	11%	·	·
45. COCCNC(=O)C(c1ccc(F)cc1)N(C(=O)CCC(=O)Nc1nccs1)c1cccc(C)c1 (configuration not stated)
 : 20%	0.9%	16%	-6%	-13%	10%	-1%
46. NS(=O)(=O)c1ccc(Sc2nc3ccccc3s2)c([N+](=O)[O-])c1
 : -24%[9.22 µM]	2.0%	·	-2%	-34%	·	·
47. N#CC(C#N)=Cc1ccc(OC(=O)c2ccccn2)cc1
 : 18%	-1.0%	25µM*	·	-9%	0%	-5%
48. COc1ccc(C(=O)Nc2ccc(C)cc2C(=O)c2ccccc2)c(OC)c1
 : ?	1.1%	-6%	-11%	-29%[46.1 µM]	19%	3%
49. CN1CCN(c2cc(=O)n(-c3ccc(Cl)cc3)c(=O)[nH]2)CC1
 : 11%	-4.6%	·	2%	-3%[46.1 µM]	-5%[38.3 µM]	1%
50. CC(C)(C)NC(=O)CSCc1c(Cl)cccc1Cl
 : -15%	-0.9%	-3%	7%	-4%	0%	-2%
51. CC(OC(=O)c1cccc(N2C(=O)c3ccccc3C2=O)c1)C(=O)Nc1ccc(N(C)C)cc1 (configuration not stated)
 : 15%	0.0%	-7%	-7%	-10%	-1%	3%
52. Cc1ccc(C(=O)N2CCN(C(=O)c3ccc(C)cc3)C2)cc1
 : 7%	-0.4%	11%	8%	1%	4%	0%
53. N#C/C(=C\c1cccc(O)c1)C(=O)Nc1ccc2c(c1)OCCO2
 : -17%[9.22 µM]	1.1%	26%	1%	13%	·	·
54. CCNC(=O)OCc1cn(-c2ccccc2)nn1
 : -5%	1.4%	-14%	3%	6%	2%	-3%
55. CCc1noc(C)c1C(=O)N1CCCC(C(=O)c2cc(F)ccc2OC)C1 (configuration not stated)
 : 17%[9.22 µM]	4.5%	6%	0%	6%	2%	5%
56. CC(NC(=O)C(Cc1ccccc1)N1C(=O)C2C3CCC(C3)C2C1=O)c1ccccc1 (configuration not stated)
 : 14%	-2.0%	4%	1%	-7%[46.1 µM]	-3%[38.3 µM]	0%

Down the list, as entered above:
Epigenetic reg, compounds 48 to 52: 1.1%, -4.6%, -0.9%, 0.0%, -0.4%

High-throughput results (PubChem)

Some of the compounds tested (hit frequency here may not be typical).
